RGS8-Gao: regulators of human RGS8-Galphao interaction. P09471. multiplexed bead flow cytometry, RGS8-Galphao binding; actives lie on both sides. response (percent of control binding), % at 10 µM. 0.34% of 220,000 active; in the data active means response below about 60% or above about 140%; inactive means in between;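 further: Galphao activated as the GDP aluminium fluoride complex binding bead-coupled RGS8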
Bim-Bcl-XL: human Bim-Bcl-XL interaction inhibition | Q07817 | Bim peptide-Bcl-XL binding, bead flow cytometry, fluorescence | inhibition, % at 10 µM | 0.04% of 190,000 active
ABCB1 inh: inhibitors of human ABCB1 transporter, ABCG2 counter-screen | P08183 | CCRF-Adr cells, JC-1 efflux, flow cytometry | inhibition, % at 6.6 µM | 0.067% of 190,000 active | AID 1326; in the data active means inhibition above about 40%;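 further: 0% = vehicle and 100% = reference inhibitor; higher value means more JC-1 retained so stronger ABCB1 efflux block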
RGS4-Gao reg: modulates binding of RGS4 to human Galphao | P09471 | Multiplexed bead flow cytometry; actives lie on both sides | binding response (% of control), % at 10 µM | 0.33% of 220,000 active | AID 1415; in the data active means binding response below about 49% or above about 150%; inactive means in between;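 further: fluorescent Galphao activated with aluminum fluoride binding bead-coupled RGS4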
Bcl-W Bim block: human Bim-Bcl-W interaction inhibition. Q92843. bead-based flow cytometry, Bim peptide-Bcl-W binding. inhibition, % at 10 µM. 0.02% of 190,000 active. AID 952;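 further: 0% = bound tracer without compound and 100% = peptide blocker; higher means less fluorescent Bim peptide bound to Bcl-W beads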
Target sequence (Q92843 whole entry, looked up): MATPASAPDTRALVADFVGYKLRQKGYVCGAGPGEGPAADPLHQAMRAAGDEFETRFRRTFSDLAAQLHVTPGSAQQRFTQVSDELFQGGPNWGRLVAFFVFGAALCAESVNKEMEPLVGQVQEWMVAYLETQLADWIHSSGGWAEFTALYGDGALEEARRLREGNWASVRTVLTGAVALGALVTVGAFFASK
Bcl-2 Bim block: inhibitors of Bim-Bcl-2 interaction, human | inhibition, % at 10 µM | Bead-based flow cytometry, Bim peptide-Bcl-2 binding | P10415 | 0.06% of 190,000 active; in the data active means inhibition above about 40%; inconclusive means no clear call, values can overlap the other calls;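 further: 0% = no compound wells with probe peptide and 100% = reference peptide inhibitor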
Bcl-B Bim block: inhibitors of Bim-Bcl-B interaction, human; bead-based flow cytometry, Bim peptide-Bcl-B binding; inhibition, % at 10 µM; 0.073% of 190,000 active; AID 951;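 further: 0% = tracer peptide without compound and 100% = reference inhibitor peptide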
Mcl-1 Bim block: disrupts Bim peptide binding to human Mcl-1; Bead-based flow cytometry, Bim peptide-Mcl-1 binding; inhibition, % at 10 µM; 0.1% of 190,000 active; AID 1009;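 further: 0% = no compound tracer wells and 100% = peptide blocker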
RGS7-Gao reg: modulates binding of RGS7 to human Galphao; 0.35% of 220,000 active; binding response (% of control), % at 10 µM; Multiplexed bead flow cytometry; actives lie on both sides; P09471; in the data active means binding response below about 49% or above about 150%; inconclusive means no clear call, values can overlap the other calls; inactive means in between;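 further: fluorescent Galphao held in activated GDP-AlF4 state binding bead-coupled RGS7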
ABCG2 block: blocks JC-1 efflux by human ABCG2 transporter; inhibition, % at 6.6 µM; IgMXP3 cells, flow cytometry; AID 1325; Q9UNQ0; 0.1% of 190,000 active;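 active means inhibition above 80%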;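 further: 0% = DMSO and 100% = nicardipine control wells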
Target sequence (Q9UNQ0 whole entry, looked up): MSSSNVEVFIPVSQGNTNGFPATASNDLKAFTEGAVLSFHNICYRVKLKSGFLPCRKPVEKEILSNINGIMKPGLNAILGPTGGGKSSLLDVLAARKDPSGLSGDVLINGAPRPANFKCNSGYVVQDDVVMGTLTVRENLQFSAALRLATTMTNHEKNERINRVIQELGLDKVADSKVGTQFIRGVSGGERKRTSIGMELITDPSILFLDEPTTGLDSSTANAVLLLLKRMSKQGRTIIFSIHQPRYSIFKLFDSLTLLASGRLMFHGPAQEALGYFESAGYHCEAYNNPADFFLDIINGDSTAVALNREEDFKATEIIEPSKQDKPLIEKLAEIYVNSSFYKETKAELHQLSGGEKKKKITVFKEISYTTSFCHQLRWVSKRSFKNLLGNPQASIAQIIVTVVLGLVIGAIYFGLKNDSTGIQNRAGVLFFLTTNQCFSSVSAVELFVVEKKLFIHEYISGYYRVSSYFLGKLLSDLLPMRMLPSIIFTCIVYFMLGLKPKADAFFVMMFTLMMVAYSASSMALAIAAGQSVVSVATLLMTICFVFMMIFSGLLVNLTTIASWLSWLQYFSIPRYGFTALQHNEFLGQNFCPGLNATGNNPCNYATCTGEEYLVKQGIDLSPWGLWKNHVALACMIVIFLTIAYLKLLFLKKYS
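Assay system – ABCG2 IgMXP3 and barcoded ABCB1 CCRF-Adr cell mix · Input – 3 million cells/mL in well · Reagent – JC-1 fluorescent substrate · Compound – single test compound dose, 6.6 µM final · Timing – 10 min exposure at 25 °C with rotation, no wash · Detection – flow cytometry of retained JC-1 fluorescence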
Bfl-1 Bim block: inhibitors of Bim-Bfl-1 interaction, human; Bead-based flow cytometry, Bim-Bfl-1 binding inhibition; Q16548; AID 1008; inhibition, % at 10 µM; 0.12% of 190,000 active;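 further: 0% = wells without compound plus tracer and 100% = blocker peptide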
* hit, by the source's call; ? = inconclusive. Unless noted, no stated cut-off is given here; in the data, active means inhibition above about 40%. Not a hit list, and some 0.94% of all compounds hit somewhere here.

[1] Cc1ccc(C2NC(=S)NC3=C2N2CCC3CC2)cc1 (stereo unspecified)
[2] CC(=O)N1CCN(Cc2nc3cc(NC(=O)c4ccc(Cl)cc4)ccc3n2C)CC1
[3] Cc1cc(-c2csc(N)n2)c(C)n1C
[4] COC(=O)C(NC(=O)c1ccccc1)(Nc1nccs1)C(F)(F)F (stereo unspecified)
[5] Cc1nc2cc(NC(=O)COc3ccc(C#N)cc3)ccc2n1-c1ccccc1
[6] COc1ccc(S(=O)(=O)N2CCC(C(=O)N3CCc4ccccc4C3)CC2)cc1C
[7] COc1cccc(C(=O)NC(=S)Nc2nnn(C)n2)c1
[8] CS(=O)c1ccccc1-c1nc(-c2cccc(Cl)c2)no1 (stereo unspecified)
[9] Cc1ccc(CNC(=O)CNC(=S)N(Cc2ccccc2)Cc2ccccc2F)cc1
[10] CN(CCOC(=O)c1ccco1)Cc1ccccc1
Screen / compound no.,1,2,3,4,5,6,7,8,9,10
Mcl-1 Bim block,-1,-3,8,2,-3,-4,-5,-2,-1,-6
Bim-Bcl-XL,-3,-11,21,-1,-6,-4,-6,-1,-3,-10
Bfl-1 Bim block,2,-16,20,-8,-19,-3,-2,-2,4,-11
RGS7-Gao reg,99,99,98,99,101,106,101,100,?,100
Bcl-2 Bim block,-4,-13,36,-6,-7,-5,-5,-2,4,-6
RGS4-Gao reg,102,103,95,102,100,104,101,100,96,102
Bcl-W Bim block,-5,0,30,1,-2,-1,-5,-1,-2,-4
ABCG2 block,0,35,8,-1,6,3,-2,2,5,4
Bcl-B Bim block,-13,-10,70*,-6,-7,-3,-7,0,2,-9
RGS8-Gao,99,101,88,102,101,107,102,102,98,100
ABCB1 inh,0.3,-0.7,-2.0,-1.6,1.3,0.8,-0.3,-0.1,2.0,0.7

Structural class: those above containing an aryl methoxy group (two)
[6] COc1ccc(S(=O)(=O)N2CCC(C(=O)N3CCc4ccccc4C3)CC2)cc1C
[7] COc1cccc(C(=O)NC(=S)Nc2nnn(C)n2)c1
Screen / compound no.,6,7
Mcl-1 Bim block,-4,-5
Bim-Bcl-XL,-4,-6
Bfl-1 Bim block,-3,-2
RGS7-Gao reg,106,101
Bcl-2 Bim block,-5,-5
RGS4-Gao reg,104,101
Bcl-W Bim block,-1,-5
ABCG2 block,3,-2
Bcl-B Bim block,-3,-7
RGS8-Gao,107,102
ABCB1 inh,0.8,-0.3

(cont.)
[11] Nc1n[nH]c(N)c1N=Nc1ccc2c(c1)OCO2
[12] COc1cc(NC(=O)c2cc(-c3cccnc3)nc3ccc(Br)cc23)cc(OC)c1
[13] Cc1oc2c(CN3CCCC3)c(O)ccc2c(=O)c1-c1ccc(Br)cc1
[14] COc1ccc(-c2nnc(SCC(=O)N3CCOCC3)n2C)cc1OC
[15] O=S(=O)(c1ccc(N2CCN(CCO)CC2)nc1)N1CCCCC1
[16] C=CCn1cccc(/C=C/C(=O)c2ccc(C(C)(C)C)cc2)c1=S
[17] Cc1cc(S(=O)(=O)N2CCN(Cc3ccc4c(c3)OCO4)CC2)cc(C)c1N1CCCC1=O
[18] O=C(COC(=O)c1sc2cc(F)ccc2c1Cl)Nc1ncc(Cl)cc1Cl
[19] CC(=O)Oc1ccc(-c2cccc(C(=O)NCCCO)c2)cc1
[20] CCOC(=O)C(Cc1c(F)cccc1Cl)c1ccno1 (stereo unspecified)
Screen / compound no.,11,12,13,14,15,16,17,18,19,20
Mcl-1 Bim block,2,0,11,0,0,0,0,-2,-3,-1
Bim-Bcl-XL,4,-2,6,-4,-3,0,-4,-2,-6,0
Bfl-1 Bim block,0,-1,0,-2,3,14,-1,-5,-1,-2
RGS7-Gao reg,100,?,98,104,107,100,100,102,103,104
Bcl-2 Bim block,1,-1,2,-3,12,0,-1,-4,-4,-5
RGS4-Gao reg,102,102,93,102,107,99,103,99,99,107
Bcl-W Bim block,5,-2,3,-4,0,1,-3,-3,-3,0
ABCG2 block,21,12,3,0,2,0,-4,2,1,0
Bcl-B Bim block,0,-1,4,-7,-5,-9,-1,-7,-8,-2
RGS8-Gao,100,101,103,105,114,98,113,100,105,105
ABCB1 inh,1.8,7.9,0.2,0.0,0.7,-0.2,-2.9,0.1,0.1,0.7

[21] CCCCOC(=O)C1=C(C)Nc2ncnn2C1c1cc(OC)ccc1OC (stereo unspecified)
[22] COc1cc(-c2nnc(-c3ccco3)o2)ccc1OCc1ccccc1
[23] Cc1cc(N2CCN(C)CC2)nc2ccc(NC(=S)N3CCC4(CC3)OCCO4)cc12
[24] CCC(C)(C(=O)NC1CCCCC1)N(C(=O)c1ccccn1)c1ccc(C)cc1 (stereo unspecified)
[25] Cc1c(NC(=O)CN2C(=O)NC3(CCC(C)CC3)C2=O)c(=O)n(-c2ccccc2)n1C (stereo unspecified)
[26] COc1ccc2oc(=Nc3cccc(F)c3)c(C(N)=O)cc2c1
[27] CC(=O)N(c1ccccc1)c1nc(/C=C/C(=O)O)cs1
[28] Cc1c(C(=O)N2CCCC2)oc2c1-c1[nH]ncc1CC2
[29] Cc1ccc2c(c1)nnn2C1CCN(CC(=O)NCCc2nc3ccccc3[nH]2)CC1
[30] COCCNC(=S)N/N=C(\C)c1ccc2cc(OC)ccc2c1
Screen / compound no.,21,22,23,24,25,26,27,28,29,30
Mcl-1 Bim block,1,-4,-3,-2,-2,0,0,-1,-2,0
Bim-Bcl-XL,-3,-3,-4,-10,1,2,-2,-3,-5,0
Bfl-1 Bim block,0,-17,24,-16,3,-4,-6,1,-8,2
RGS7-Gao reg,103,100,?,99,100,?,?,98,100,110
Bcl-2 Bim block,-1,-14,0,-14,1,-2,-7,-1,-7,0
RGS4-Gao reg,105,101,93,100,99,101,98,97,103,115
Bcl-W Bim block,0,-1,-2,1,-3,3,-3,-1,2,2
ABCG2 block,2,25,2,1,6,7,4,1,5,18
Bcl-B Bim block,-2,-6,-8,-7,1,-1,-2,-4,-8,0
RGS8-Gao,102,100,96,100,100,102,103,86,102,104
ABCB1 inh,1.2,0.5,0.3,0.5,0.9,0.1,3.0,0.0,0.5,-0.6

[31] Cc1ccc(NC(=O)CC2C(=O)NCCN2C(=S)Nc2ccccc2)c(C)c1 (stereo unspecified)
[32] CCCN1C(=O)/C(=c2\s/c(=C3\C=Cc4ccccc4N3CC)c(=O)n2-c2ccccc2)SC1=S
[33] Cc1[nH]c2ccccc2c1C(c1ccccn1)N1CCC(C)CC1 (stereo unspecified)
[34] C[C@@H](C(=O)NCc1ccccn1)[C@H]1C[C@]1(C)[C@H](NC(=O)OCc1ccccc1)c1ccccc1
[35] COc1ccc(-c2[nH]ncc2CN2CCCC(C(=O)c3cccc(OC)c3)C2)cc1 (stereo unspecified)
[36] O=C(Nc1ccc(O)cc1C(=O)O)c1cccc(Br)c1
[37] CCN1CCN(C(c2cccs2)C(C)NC(=O)NC2CCCCC2)CC1 (stereo unspecified)
[38] COc1ccc(C(C)=O)cc1COC(=O)CNC(=O)c1cc(C)cc(C)c1
[39] Cc1ccc2nc(SCC(=O)Nc3ccccc3N3CCOCC3)c(C#N)cc2c1
[40] CC(C)OCc1c(C(=O)OC/C(O)=C(\C#N)c2nc3ccccc3[nH]2)oc2ccccc12
Screen / compound no.,31,32,33,34,35,36,37,38,39,40
Mcl-1 Bim block,-1,0,0,-1,-3,-3,0,-10,-1,0
Bim-Bcl-XL,-5,-5,0,-5,-4,-7,-2,-13,-6,1
Bfl-1 Bim block,-5,-9,1,0,-6,-15,-10,-4,-1,0
RGS7-Gao reg,103,103,95,94,105,99,98,106,101,96
Bcl-2 Bim block,-8,-8,0,-1,-7,-6,-3,-4,4,-3
RGS4-Gao reg,102,103,99,92,104,99,97,103,101,98
Bcl-W Bim block,-2,-2,0,-3,-5,-1,0,-6,0,0
ABCG2 block,1,3,-1,13,1,3,-3,3,0,2
Bcl-B Bim block,-6,-6,0,-5,-3,-4,-5,-7,-5,1
RGS8-Gao,103,101,100,84,103,101,102,101,100,102
ABCB1 inh,-0.3,-0.2,-0.2,2.0,0.3,-0.4,-2.0,0.9,0.7,0.0

[41] CC(C)CC(=O)Nc1cccc(-c2cn3ccsc3n2)c1
[42] Cn1ccnc1SCC(=O)Nc1cccc(S(=O)(=O)N2CCCCCC2)c1
[43] c1cnc2ccc(C(c3nnnn3C3CCCCC3)N3CCCCC3)cc2c1 (stereo unspecified)
[44] COc1ccc(C)cc1NC(=O)C1CCCCC1C(=O)O (stereo unspecified)
[45] FC(F)(F)c1cccnc1N1CCN(c2ncnc3nc[nH]c23)CC1
[46] O=C(NCc1ccco1)c1cccc(NC(=O)c2ccco2)c1
Screen / compound no.,41,42,43,44,45,46
Mcl-1 Bim block,0,-1,14,-7,-1,0
Bim-Bcl-XL,-1,-2,5,-11,-5,-2
Bfl-1 Bim block,-2,0,10,-23,-10,-12
RGS7-Gao reg,102,100,106,95,99,97
Bcl-2 Bim block,-2,0,17,-8,-10,0
RGS4-Gao reg,104,105,103,94,101,100
Bcl-W Bim block,0,0,6,-5,0,2
ABCG2 block,2,3,-1,20,4,0
Bcl-B Bim block,0,-6,12,-11,-8,-3
RGS8-Gao,103,101,104,97,102,99
ABCB1 inh,0.7,0.3,1.0,0.9,0.2,-0.2

Complete entries as entered above. Order of values: Mcl-1 Bim block, Bim-Bcl-XL, Bfl-1 Bim block, RGS7-Gao reg, Bcl-2 Bim block, RGS4-Gao reg, Bcl-W Bim block, ABCG2 block, Bcl-B Bim block, RGS8-Gao, ABCB1 inh
Entry for COc1ccc2oc(=Nc3cccc(F)c3)c(C(N)=O)cc2c1 → 0, 2, -4, ?, -2, 101, 3, 7, -1, 102, 0.1
Entry for Cc1c(NC(=O)CN2C(=O)NC3(CCC(C)CC3)C2=O)c(=O)n(-c2ccccc2)n1C (stereo unspecified) → -2, 1, 3, 100, 1, 99, -3, 6, 1, 100, 0.9
Entry for COc1ccc(S(=O)(=O)N2CCC(C(=O)N3CCc4ccccc4C3)CC2)cc1C → -4, -4, -3, 106, -5, 104, -1, 3, -3, 107, 0.8
